Screening results from PubChem BioAssay.
Runt-SMMHC FRET: inhibitors of RUNX1 Runt–CBFb-SMMHC binding, primary screen, biochemical, FRET, Cerulean-Runt, Venus-CBFb-SMMHC, uHTS; Cerulean-Runt/Venus-CBFb-SMMHC FRET ratio 530/480, 1 h; inhibition, % at 20 µM; AID 1434, 2008; hit rate 0.74% among 220,000; Runt-related transcription factor 1 (Homo sapiens) + Core-binding factor subunit beta …;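 active = mean inhibition across duplicate retests at 20 µM reaching about 50%, limit read from the data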;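 also: 0% = DMSO wells and 100% = wells with excess untagged CBFb-SMMHC; inhibitors lower the FRET ratio by blocking Runt binding to CBFb-SMMHC; some results filed as inactive read as strong as hits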
NPY1 pot ag: NPY-Y1 receptor potentiators or agonists, primary screen, cell-based; hit rate 0.37% among 220,000; AID 1304, 2008; Neuropeptide Y receptor type 1 (Homo sapiens), P25929; NPY-Y1 expressing cells, potentiator/agonist activation; activation, % at 3.6 µM; in the data active = activation above about 33%, passing the limit was not always enough;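 also: cells stimulated with NPY at EC10 then isoproterenol at EC100; 0% = low agonist plus stimulus and 100% = saturating agonist plus stimulus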
Mdm2 ligase inh: MDM2-luciferase reporter signal enhancers, primary screen, MDM2 E3 ligase inhibitor project, cell-based, luminescence, 1536-well; E3 ubiquitin-protein ligase Mdm2 (Homo sapiens), Q00987; cell-based MDM2 ubiquitination luciferase reporter, 2 h; 0 = plate control, 100 = twice control, blank-subtracted; signal enhancement, % at 5 µM; hit rate 0.11% among 210,000; AID 1230, 2008;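 active = signal enhancement of 30% or more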;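 also: luminescence tracks abundance of the self-degrading MDM2-luciferase fusion protein; higher signal means inhibition of MDM2 E3 ligase activity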
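Material: stable MDM2–luciferase fusion reporter cells / Quantity: 2000 cells/well / Dosing: single 5 µM compound dose, 0.2% final DMSO / Buffer or medium: DMEM / Schedule: 4 h cell settling then 2 h compound exposure, 37 °C / Detection: luminescence with SteadyLite reagent, 15 min at room temperature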
p97 inhibitor: inhibitors of human p97 ATPase, primary screen, biochemical. hit rate 0.42% among 220,000. Transitional endoplasmic reticulum ATPase (Homo sapiens), P55072. inhibition, % at 8 µM. recombinant p97 ATPase, Kinase-Glo ATP luminescence, 3 h. AID 1481, 2009; in the data active = inhibition above about 15%;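 also: 0% = DMSO vehicle and 100% = wells lacking enzyme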
NPY-Y2 PAM-ag: NPY-Y2 potentiators or agonists, primary screen, cell-based | hit rate 0.45% among 220,000 | Neuropeptide Y receptor type 2 (Homo sapiens), P49146 | cells expressing NPY-Y2, potentiator/agonist read-out | activation, % at 3.6 µM; in the data active = activation above about 27%;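 also: cells stimulated with NPY near EC25 plus isoproterenol at EC100; 0% = vehicle plus submaximal agonist and 100% = vehicle plus saturating agonist; some results beyond the cut were filed as inactive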
Target sequence (P49146 whole entry, looked up): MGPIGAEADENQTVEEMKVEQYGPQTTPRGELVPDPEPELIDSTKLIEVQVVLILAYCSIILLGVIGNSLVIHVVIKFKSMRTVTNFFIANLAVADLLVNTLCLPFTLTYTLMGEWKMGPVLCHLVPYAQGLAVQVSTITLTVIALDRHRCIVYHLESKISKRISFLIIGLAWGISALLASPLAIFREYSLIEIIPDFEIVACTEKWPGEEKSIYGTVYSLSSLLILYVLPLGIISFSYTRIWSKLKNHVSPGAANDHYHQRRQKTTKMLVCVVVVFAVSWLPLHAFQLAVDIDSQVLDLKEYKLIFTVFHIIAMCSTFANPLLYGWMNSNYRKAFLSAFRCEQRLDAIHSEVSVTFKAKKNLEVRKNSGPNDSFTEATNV
Runt-CBFb FRET: inhibitors of RUNX1 Runt–CBFb binding, primary screen, biochemical, FRET, Cerulean-Runt, Venus-CBFb, uHTS; AID 1496, 2009; hit rate 0.46% among 220,000; Cerulean-Runt/Venus-CBFb FRET ratio 530/480, 1 h; inhibition, % at 20 µM; Runt-related transcription factor 1 (Homo sapiens) + Core-binding factor subunit beta …;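 active = inhibition over about 50% at 20 µM in the single-dose screen, limit read from the data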;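 also: 0% = DMSO wells and 100% = excess unlabeled CBFb competitor control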
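System: Cerulean-labeled Runt domain protein | Quantity: 100 nM of each labeled protein | Schedule: 1 h compound exposure, room temperature | Detection: Fluorescence energy transfer, 422 nm excitation, 530/480 nm emission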
RBBP9 inh: human RBBP9 inhibitors, primary screen, biochemical, fluorescence polarization, FP-Rh probe, HTS; AID 1515, 2009; Serine hydrolase RBBP9 (Homo sapiens), O75884; hit rate 0.2% among 220,000; inhibition, % at 7.94 µM; recombinant RBBP9;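 active = inhibition above the campaign mean of all tested compounds plus 3 SD, cut at about 14% in these data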;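 also: plate controls were DMSO wells with RBBP9 for no effect and wells lacking RBBP9 protein for full effect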
Target sequence (O75884 whole entry, looked up): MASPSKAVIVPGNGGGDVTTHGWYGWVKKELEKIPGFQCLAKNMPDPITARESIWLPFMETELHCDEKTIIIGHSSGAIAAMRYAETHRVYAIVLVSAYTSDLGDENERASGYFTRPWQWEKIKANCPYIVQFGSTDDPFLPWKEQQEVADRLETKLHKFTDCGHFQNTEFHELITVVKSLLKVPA
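Measured by – fluorescence polarization · Test system – RBBP9 protein · Input – 2.5 µM RBBP9 dispensing solution, before mixing · Measure – percent inhibition from mP, scaled between DMSO and no-protein wells · Benchmarks – DMSO-treated enzyme wells and wells lacking RBBP9 · Times – preincubation 30 min plus labeling 45 min at 25 °C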
NPY Y1 blocker: NPY-Y1 receptor antagonists, primary screen, cell-based | HEK293-CNG Y1 cells, membrane potential fluorescence; NPY at EC95, then isoproterenol | inhibition, % at 3.6 µM | AID 1040, 2008 | Neuropeptide Y receptor type 1 (Homo sapiens), P25929 | hit rate 1% among 200,000;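 active = inhibition above the campaign mean inhibition of all tested compounds plus 3 SD, cut at about 20% in these data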;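 also: 0% = DMSO wells given NPY plus isoproterenol and 100% = isoproterenol alone without NPY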
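Material: Y1- and CNG-channel-expressing HEK293 cells / Probe or stimulus: NPY 25 nM then isoproterenol 1 µM plus Ro 20-1724 25 µM / Doses: 3.6 µM single dose, DMSO 0.4% / Schedule: compound incubation 1 h at room temperature, readout 45 min post-stimulation / Signal: membrane potential fluorescence / Benchmarks: isoproterenol-only wells as full block versus NPY-plus-isoproterenol wells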
Hck Nef HTS: inhibitors of Nef-activated human Hck kinase, primary screen, biochemical, Z-Lyte FRET, 384-well, Hck-YEEI; hit rate 0.68% among 220,000; Recombinant Hck-YEEI plus Nef, Z-Lyte FRET kinase assay; AID 463187, 2010; inhibition, % at 20 µM; Tyrosine-protein kinase HCK (Homo sapiens), P08631;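 active = Hck-Nef kinase inhibition above about 50%, limit read from the data; inactive = inhibition below that limit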;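 also: 0% = DMSO with Hck plus Nef and 100% = Hck alone without Nef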
Target sequence (P08631 whole entry, looked up): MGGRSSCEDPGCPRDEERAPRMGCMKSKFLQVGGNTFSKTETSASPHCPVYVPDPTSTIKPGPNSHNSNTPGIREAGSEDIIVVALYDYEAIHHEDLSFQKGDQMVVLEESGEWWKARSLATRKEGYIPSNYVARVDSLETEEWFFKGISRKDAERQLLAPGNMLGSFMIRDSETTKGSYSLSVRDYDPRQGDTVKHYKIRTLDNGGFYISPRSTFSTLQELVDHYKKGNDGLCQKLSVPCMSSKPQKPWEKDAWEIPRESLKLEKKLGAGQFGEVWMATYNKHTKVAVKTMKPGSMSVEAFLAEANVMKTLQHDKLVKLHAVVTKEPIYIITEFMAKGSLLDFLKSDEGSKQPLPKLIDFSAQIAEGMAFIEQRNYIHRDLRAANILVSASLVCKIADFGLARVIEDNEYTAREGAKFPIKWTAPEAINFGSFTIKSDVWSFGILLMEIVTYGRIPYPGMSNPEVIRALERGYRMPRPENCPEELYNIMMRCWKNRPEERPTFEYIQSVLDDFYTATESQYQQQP
Numbers without * were called inactive; nt = no result given.

No.	molecule	Runt-SMMHC FRET	NPY1 pot ag	Mdm2 ligase inh	p97 inhibitor	NPY-Y2 PAM-ag	Runt-CBFb FRET	RBBP9 inh	NPY Y1 blocker	Hck Nef HTS
1	O=C(CNC(=O)c1ccncc1)N/N=C/c1ccccc1[N+](=O)[O-]	3	5	-1	0	9	2	-4	-3	-32
2	Cn1c(SCc2ccc(Cl)cc2Cl)nc(C(F)(F)F)cc1=O	-8	6	0	-2	-3	-4	-4	7	0
3	O=C(Nc1ccc2oc(-c3ccccc3F)nc2c1)c1cncc(Br)c1	-1	0	-10	2	0	2	-1	-4	0
4	O=C1C2CC=CCC2C(=O)N1c1ccc(NCCc2ccc(O)cc2)c([N+](=O)[O-])c1 (stereo unspecified)	-5	40	-13	6	46*	-3	-5	-10	-4
5	Cc1ccccc1NS(=O)(=O)c1ccc2[nH]cc(C(=O)N(C)Cc3ccco3)c(=O)c2c1	-58	7	-5	4	8	-13	3	-5	0
6	CC(=O)Nc1ccc2c(CSc3nnc(N)s3)cc(=O)oc2c1	5	18	-3	8	18	25	-1	nt	0
7	Cc1ccc2[nH]c(=O)c(CN(Cc3ccco3)S(=O)(=O)c3c(C)ccc4nsnc34)cc2c1	5	-7	1	-1	-2	6	-6	6	1
8	Cc1ccc(C2=NNC(c3ccc(Cl)cc3)=Nc3ccccc32)o1	-5	6	-5	5	15	2	-8	2	4
9	Cc1ccc(-c2ccc(SCC(=O)N3CCCc4ccccc43)nn2)cc1	-4	-14	-12	-3	-9	-1	-6	7	2
10	O=c1[nH][nH]cc1C=Nc1ccc(Oc2ccccc2)cc1	-3	19	-4	5	7	-1	-4	2	164*
11	CCCCCC(=O)N/N=C/c1ccc([N+](=O)[O-])o1	12	4	22	-3	-14	nt	-5	-6	0
12	COc1ccc(OC)c(-c2csc(NC(=O)C3COc4ccccc4O3)n2)c1 (stereo unspecified)	1	-47	-4	-4	-28	0	-7	4	-16
13	CC(/C=C1\SC(=S)N(NS(=O)(=O)c2ccc(C)cc2)C1=O)=C\c1ccccc1	-5	3	-7	-10	2	-6	-10	nt	99*
14	CC(=O)Nc1ccc(-c2cc(-c3ccc(NC(C)=O)cc3)nc(-c3ccc(NC(C)=O)cc3)n2)cc1	21	-3	-4	-2	-4	6	-10	6	2
15	C#CCOCCOCCOCCNc1nc(N2CCN(C(=O)[C@H]([C@@H](C)CC)n3cc(CCCN=C(N)N)nn3)CC2)nc(N2CCN(C(=O)[C@H](C)n3cc(CCCN=C(N)N)nn3)CC2)n1	2	-6	nt	4	0	2	-10	-4	-3
16	O=S(=O)(Cc1cc(-c2ccccc2Cl)no1)c1ccccc1	-1	-6	-7	0	-1	1	-6	0	-9
17	O=C(CSc1nc2ccccc2c(=O)n1Cc1ccco1)N1CCCCCC1	3	-17	-6	3	-47	1	-2	14	1
18	CC(=O)Nc1cccc(Oc2ncnc3scc(-c4ccc(C(C)C)cc4)c23)c1	-5	-15	18	-4	-21	-2	-12	7	5
19	CC1(C)CC(=O)C(=Cc2cn(CCC#N)nc2-c2ccc(Cl)cc2)C(=O)C1	16	21	5	0	8	18	-9	0	17
20	CCc1nnc(NC(=O)CCC(=O)NC2CCCCC2)s1	3	-13	-6	-5	3	0	-8	-2	-1
21	CN1CCN(C(c2cccs2)c2nnnn2Cc2ccc(F)cc2)CC1 (stereo unspecified)	1	0	-22	2	-12	2	6	5	15
22	CN(C)c1ccc(N=Nc2ccccc2C(=O)OCC(=O)NCC2CCCCC2)cc1	-2	59*	20	-16	54*	-9	-5	-13	0
23	NC(=O)C1CCN(CCC(=O)Nc2cccc(Cl)c2)CC1	4	16	-4	13	22	-2	-1	-3	0
24	CCOC(=O)C1CSC2(CCC(c3ccccc3)CC2)N1 (stereo unspecified)	-3	-1	-11	-1	-9	-3	-9	-3	20
25	CCOC(=O)C1CCN(C(=O)CCc2ccccc2)CC1	1	-12	-13	-4	-4	1	4	6	1
26	Cc1ccc(NC(=O)CN(C)S(=O)(=O)c2ccc(Br)s2)cc1F	2	-7	8	-3	-7	-2	-9	5	-1
27	COc1ccc(/C(O)=C2/C(=O)C(=O)N(CCCC(=O)O)C2c2ccc(OC)cc2)cc1 (stereo unspecified)	-4	-10	0	-3	-5	0	-7	3	2
28	CS(=O)(=O)N(CC(=O)N1CCCCC1)C1CCCCC1	-2	19	-3	1	1	-1	-6	3	0
29	COc1ccc(/C=N/NC(=O)c2sc(C)nc2C)cc1	0	-2	-4	-1	10	1	-2	-2	-2
30	O=C(c1ccc(Cn2c(=S)[nH]c3ccc(N4CCOCC4)cc3c2=O)cc1)N1CCC(N2CCCCC2)CC1	-35	-18	-4	4	4	-8	5	-1	0
31	COc1cccc(/C=N/n2c(-c3cc(C)[nH]n3)n[nH]c2=S)c1	15	-9	-5	1	-13	15	-6	nt	-146
32	Cc1cc(C)nc(NC(=O)c2ccc(C)c([N+](=O)[O-])c2)n1	-1	4	6	2	-9	-1	-6	7	1
33	O=C(COC(=O)C12CC3CC(CC(C3)C1)C2)Nc1ccc([N+](=O)[O-])cc1Cl	-6	5	-21	-3	-6	-3	-2	2	2
34	CCOc1ccccc1NC(=O)c1ccc(-n2cncn2)nc1	2	-1	16	-3	0	1	-3	2	-7
35	Cc1ccc(C(=C2C3C=CC2C2C(=O)NC(=O)C32)c2ccc(C)cc2)cc1 (stereo unspecified)	0	3	0	5	13	-2	1	-4	-11
36	CCOC(=O)CSc1nc(Cc2ccccc2)nc2ccccc12	2	-17	4	0	-23	-3	-10	8	22
37	CC1(C)CC2CC(C)(CN2S(=O)(=O)c2ccc(C(=O)Nc3ccc(Cl)c(S(=O)(=O)N4CCOCC4)c3)cc2)C1 (stereo unspecified)	0	6	-18	6	-9	nt	2	-1	0
38	C=CCNc1cc(C(F)(F)F)nc(-c2ccccn2)n1	1	13	-11	7	-12	2	3	1	1
39	COc1ccccc1CC(=O)Nc1ccc(-c2noc(COc3ccc(Br)cc3)n2)cc1	2	-8	-18	-2	-9	2	-7	15	5
40	COc1cc(Br)c(Br)cc1N	-2	8	-9	4	-1	1	-1	nt	13
41	COc1ccc(/C(O)=C2/C(=O)C(=O)N(Cc3cccnc3)C2c2ccco2)cc1OC (stereo unspecified)	4	2	-27	2	-8	2	0	-2	0
42	FC(F)(F)c1nnc2ccc(NCc3cccnc3)nn12	-1	13	-4	4	14	1	-7	0	25
43	CCCNC(=O)c1ccc2c(=O)c(O)c(-c3ccc(F)cc3)[nH]c2c1	-121	nt	14	nt	nt	-202	nt	nt	-16
44	O=C(CSc1ccc(Cl)cc1)N1N=CCC1c1ccccc1 (stereo unspecified)	0	17	-14	0	0	-1	-7	nt	23
45	Cc1cc(S(=O)(=O)Nc2ccccc2C(=O)O)ccc1Cl	-2	-31	3	-2	-29	0	-5	13	-1
46	Cc1cc(C)nc(SCC(N)=O)n1	-6	-3	-14	5	-5	0	1	nt	-8
47	COc1ccc(CCN2C(=O)CC(N3CCN(c4ccccn4)CC3)C2=O)cc1OC (stereo unspecified)	-1	6	-20	4	15	-1	-7	7	0
48	CCCC(=O)NCCc1ccc(F)cc1	3	-12	-37	3	-1	1	0	3	-24
49	O=C(NC1CCCc2ccccc21)c1cc(S(=O)(=O)N2CCOCC2)ccc1F (stereo unspecified)	-3	6	1	3	4	-2	0	3	21
50	CC1=CC2=NC(=O)/C(=C\c3ccc(OC(=O)c4ccco4)cc3)C(=N)N2O1	0	-2	-8	3	4	-1	-3	0	25
51	OC1(C(F)(F)F)CC(c2ccc3ccccc3c2)=NO1 (stereo unspecified)	-2	-32	-2	-4	-42	0	-8	nt	11
52	OCCC1CN(Cc2cn[nH]c2C2CCCCC2)CCN1Cc1ccccc1 (stereo unspecified)	1	6	-4	3	-6	-2	-8	1	18
53	c1ccc(-n2cnnc2SCc2nc3ccccc3s2)cc1	-6	-2	-10	-2	1	-2	5	4	0
54	CC1=C(C(N)=O)C(c2ccco2)C(C(N)=O)=C(C)N1	2	-21	-12	-1	-13	2	-5	3	-1
55	Cc1ccc(-n2cc(-c3ccccc3)c3c(=O)[nH]cnc32)cc1	-1	17	4	2	3	-4	-8	1	6
56	CC1CC(C)CN(S(=O)(=O)c2ccc(C(=O)Nc3nnc(-c4cccs4)o3)cc2)C1 (stereo unspecified)	1	-13	-13	-1	-7	2	-8	0	2

(further entries)
No.	molecule	Runt-SMMHC FRET	NPY1 pot ag	Mdm2 ligase inh	p97 inhibitor	NPY-Y2 PAM-ag	Runt-CBFb FRET	RBBP9 inh	NPY Y1 blocker	Hck Nef HTS
57	O=C1Nc2ccccc2C12OCCO2	2	13	4	1	-4	0	-4	-2	0
58	COc1ccc(OC)c(S(=O)(=O)Nc2c(C)cccc2C)c1	0	-15	-5	-1	-15	0	-13	-2	-8
59	O=c1c2cc(NC(=S)N3CCC(N4CCCCC4)CC3)ccc2nc2n1CCCCC2	-3	1	10	5	-7	1	-2	9	20
60	CC(C)[C@H](NC(=O)OCc1ccccc1)C(=O)NCc1ccccc1	2	-10	-28	-6	-2	-1	-9	4	1
61	O=C1c2ccccc2C(=O)N1CCc1nc2ccccc2c(=O)n1CCCn1ccnc1	-2	-14	-5	-1	-1	0	-8	-2	0
62	Cc1cnc(C(=O)N2CCN(S(=O)(=O)c3ccc4ccccc4c3)CC2)cn1	-1	-10	-3	6	9	2	7	-3	0
63	Cc1nc(N2CCN(S(=O)(=O)c3ccccc3C#N)CC2)c2c(-c3cccs3)csc2n1	-1	4	-3	5	14	-1	-5	2	1
64	COC(=O)/C=C/c1c(C)[nH]c(=O)[nH]c1=O	1	21	-2	6	-9	2	-4	nt	13
